# Bioassay records (PubChem)
# V-ATPase pH = regulators of yeast V-ATPase proton transport; S. cerevisiae, pHLuorin cytosolic pH fluorescence; response, % at 10 µM; 350,000 compounds, 0.37% hits; in the data active means response mostly above about 7.3%, no sharp cut-off; inactive means mostly below about 5.4%; further: actives read high; inactives centre near 0; some compounds called inactive have numbers as strong as hits; reference of the scale not given here
# Wnt act = activates Wnt/beta-catenin signaling in a reporter cell assay; activator, plate reader; activation, % at 9.35 µM; 300,000 compounds, 1.2% hits; AID 743398; in the data active means activation above about 30%, passing the limit was not always enough;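 further: 0% = neutral control wells and 100% = positive control wells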
# DSG3 Ab inh = inhibitors of pemphigus antibody binding to human desmoglein-3 | binding (percent of control), % at 10 µM | P32926 | DSG3-coupled beads, scFv-anti-DSG3-GFP binding, flow cytometry; hits give low values | 310,000 compounds, 0.48% hits;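 active means binding more than 3 SD below its plate's average and above zero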;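 further: hits lower antibody fragment binding to DSG3; some compounds called inactive have numbers as strong as hits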
# OPRM1-OPRD1 ag = OPRM1-OPRD1 heterodimerization agonism; activation, % at 9.3 µM; AID 504326; 340,000 compounds, 0.3% hits; P35372+P41143; cells, luminescence; in the data active means activation above about 18%;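 further: 0% = vehicle-treated cells and 100% = reference agonist; values of inactives mirror those of a sister screen read the other way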
# RTF Ca sens inh = cardiac RTF calcium desensitization; P19429+P45379; IANBD-labeled cardiac RTF, Ca2+ fluorescence; inhibition, % at 7.15 µM; 340,000 compounds, 0.12% hits; AID 493244;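 active means inhibition above the mean inhibition of all tested compounds plus 3 SD, cut at about 17% in these data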;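 further: assay run at fixed EC70 calcium of 1.6 mM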
# Arrestin-AP2 inh = human beta-arrestin and AP2 interaction inhibition; FITC-arrestin peptide / GST-AP2 beads, flow cytometry; AP2 beta2 appendage carries R879A mutation; inhibition, % at 10 µM; 340,000 compounds, 0.31% hits; AID 504490;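 active means inhibition above a set limit, near 3 SD of compounds lacking own fluorescence, cut at about 54% in these data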;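 further: plate controls were DMSO wells for no effect and 5 µM unlabelled arrestin peptide for full effect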
#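 Material – AP2 appendage R879A on GSH beads · Buffer or medium – PBS with 0.05% Tween 20 and 0.1% BSA · Probe or stimulus – fluorescein-tagged arrestin peptide at 50 nM final · Incubation – compound with beads 12 min RT, then probe 1 h RT · Detection – high-throughput flow cytometry of beads, ex 488, em 535 nm · Evaluation – percent response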
# C-LANA FP = inhibitors of KSHV LANA C-terminal domain DNA binding; MBP-C-LANA/FAM-LBS DNA binding, fluorescence polarization; inhibition, % at 9 µM; 340,000 compounds, 0.078% hits; AID 504423;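 active means highest replicate inhibition at or above 60% at 9 µM, even if other replicates fall short; inactive means all replicates below 60% inhibition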;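 further: 0% = neutral control wells and 100% = 4 µM acridine orange control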
# cardiac RTF act = cardiac RTF calcium sensitization | IANBD-labeled TnC RTF fluorescence at EC20 calcium; 0% EC20 calcium, 100% full calcium | activation, % at 7.2 µM | 340,000 compounds, 0.24% hits;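 active means activation above the mean over all tested compounds plus 3 SD, cut at about 30% in these data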;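 further: rise in fluorescence read as greater calcium sensitivity of cardiac thin filaments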
# OPRM1-OPRD1 inv = inverse agonist of human OPRM1-OPRD1 heterodimerization. P35372+P41143. cell-based MOR-DOR heterodimer luminescence, inverse agonism. inhibition, % at 9.3 µM. 340,000 compounds, 0.21% hits. AID 504357; in the data active means inhibition above about 22%, passing the limit was not always enough;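 further: 0% = cells with DMSO and 100% = wells without cells with DMSO; values of inactives mirror those of a sister screen read the other way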
# Keap1-Nrf2 PPI = inhibitors of human Keap1-Nrf2 protein-protein interaction | Q14145 | Keap1 Kelch-Nrf2 peptide fluorescence polarization, 1536-well | inhibition, % at 9.4 µM | 340,000 compounds, 0.15% hits | AID 504523; in the data active means inhibition above about 12%;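 further: human Keap1 Kelch domain with fluorescein labeled Nrf2 9mer peptide probe; 0% = neutral control wells and 100% = peptide positive control; higher means more block of Keap1 binding to Nrf2 peptide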
# Target sequence (Q14145 whole entry, looked up, the tested form may be a part): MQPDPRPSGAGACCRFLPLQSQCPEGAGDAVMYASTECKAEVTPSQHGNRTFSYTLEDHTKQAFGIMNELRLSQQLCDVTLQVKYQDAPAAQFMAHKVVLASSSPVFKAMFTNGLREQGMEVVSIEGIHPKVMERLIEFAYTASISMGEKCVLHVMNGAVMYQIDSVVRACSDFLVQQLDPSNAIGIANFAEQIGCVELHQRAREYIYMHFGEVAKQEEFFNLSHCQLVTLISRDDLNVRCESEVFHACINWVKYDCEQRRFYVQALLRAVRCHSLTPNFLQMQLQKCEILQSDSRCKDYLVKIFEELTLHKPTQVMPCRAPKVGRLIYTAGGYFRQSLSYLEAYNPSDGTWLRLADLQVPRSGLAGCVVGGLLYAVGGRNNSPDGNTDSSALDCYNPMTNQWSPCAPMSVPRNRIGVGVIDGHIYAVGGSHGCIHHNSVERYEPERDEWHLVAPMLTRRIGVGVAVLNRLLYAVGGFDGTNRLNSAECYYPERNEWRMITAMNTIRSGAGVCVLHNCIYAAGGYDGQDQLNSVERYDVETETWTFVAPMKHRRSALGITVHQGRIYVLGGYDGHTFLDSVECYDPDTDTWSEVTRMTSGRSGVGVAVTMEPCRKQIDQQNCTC
# * hit, by the source's call; · = not tested or not shown.
# Below each compound: V-ATPase pH	Wnt act	DSG3 Ab inh	OPRM1-OPRD1 ag	RTF Ca sens inh	Arrestin-AP2 inh	C-LANA FP	cardiac RTF act	OPRM1-OPRD1 inv	Keap1-Nrf2 PPI
CC(=O)Nc1nc(C)c(CCCOc2ccc([N+](=O)[O-])cc2)c(=O)[nH]1
    -1.3	-0.3	96.3	-1.0	-4.6	3.6	2.1	-1.9	5.3	2.7
COc1cc(C)ccc1OCC(=O)OCC(=O)c1[nH]c(C)c(C(C)=O)c1C
    0.4	-3.7	96.3	-2.5	-2.7	-0.4	-0.4	-9.9	12.7	0.1
CCCCN(CC(=O)Nc1c(C)cccc1CC)C(=O)SCC
    -2.1	·	78.3	-0.9	-4.0	-9.4	0.0	-4.2	4.8	-5.2
Cc1oc(-c2ccccc2)nc1CC(=O)O
    5.2	1.8	·	-0.3	-15.4	10.6	-2.9	-1.3	1.9	-2.9
COc1ccc(/C=N/NC(=O)c2c(-c3ccccc3)noc2C)cc1[N+](=O)[O-]
    8.3	-4.2	97.8	0.3	-3.6	-9.2	0.5	5.0	-1.4	-4.4
O=C(NC(=S)Nc1nc2c(s1)CSc1ccccc1-2)c1ccccc1
    -3.4	·	101.1	-0.7	-5.1	23.7	-1.1	-1.2	3.7	-0.7
CCOC(=O)c1sc(N)c(C(=O)OC)c1C
    -8.8	5.2	115.8	-2.5	8.0	-3.7	-2.4	3.1	11.8	3.1
O=C(N/N=C/c1ccc(O)cc1)c1cc(C2CC2)[nH]n1
    1.0	1.3	98.7	-0.7	-5.1	1.5	-0.5	-2.2	5.0	-1.3
CCOc1cc(C(=O)NCc2ccccc2)ccc1OCC(=O)N1CCOCC1
    -0.9	-0.9	·	-0.4	-14.8	13.5	-0.2	5.5	2.2	-4.3
CCCNC(=O)NC(=O)CSc1nncs1
    -0.3	1.1	102.7	·	·	-11.6	0.7	·	·	-0.3
CC1CCN(C(=O)CSc2nnc3c(n2)[nH]c2ccccc23)CC1
    0.7	-4.0	·	0.5	0.2	-10.5	-0.9	3.1	-3.4	1.0
C=CCn1c(SCc2ccc(C(=O)OC)cc2)nnc1-c1sc(N)nc1C
    -2.9	-4.1	·	-1.5	-5.2	-0.9	0.5	2.5	7.0	5.4
CC(=O)Nc1c(C)cc(S(C)(=O)=O)cc1C
    -2.5	-2.8	96.9	-2.1	-40.6	-2.6	2.4	0.7	11.4	0.4
Cc1ccc(NC(=O)[C@H](Cc2ccccc2)NC(=O)[C@@H]2Cc3ccccc3CN2)c(C)c1
    2.7	-0.7	105.8	-2.3	-0.6	43.1	2.6	-1.0	12.1	0.2
O=C(NCCCN1CCOCC1)c1cccnc1
    -0.8	0.1	101.9	1.2	4.3	0.3	-1.6	3.7	-6.3	-4.3

# Continued; the last two above are carried over.
# Below each compound: V-ATPase pH	Wnt act	DSG3 Ab inh	OPRM1-OPRD1 ag	RTF Ca sens inh	Arrestin-AP2 inh	C-LANA FP	cardiac RTF act	OPRM1-OPRD1 inv	Keap1-Nrf2 PPI
Cc1ccc(NC(=O)[C@H](Cc2ccccc2)NC(=O)[C@@H]2Cc3ccccc3CN2)c(C)c1
    2.7	-0.7	105.8	-2.3	-0.6	43.1	2.6	-1.0	12.1	0.2
O=C(NCCCN1CCOCC1)c1cccnc1
    -0.8	0.1	101.9	1.2	4.3	0.3	-1.6	3.7	-6.3	-4.3
Cc1cc(C)n(C2CC(=O)N(c3ccc(C)c(Cl)c3)C2=O)n1 (centres undefined)
    5.9	-3.4	103.3	-2.4	0.0	6.7	-0.1	6.0	11.8	-4.7
Brc1ccccc1/C=N/Nc1ccccn1
    1.1	22.2	103.9	9.1	2.8	-0.9	3.0	8.0	-43.0	7.7
O=S(=O)(C=C(c1ccccc1)c1ccccc1)c1ccccc1
    -1.6	·	119.5	-0.1	1.8	-13.9	0.6	-4.2	0.5	2.5
COc1ccc(OC)c(S(=O)(=O)N(C)CC(=O)N2CCOCC2)c1
    -0.2	-2.0	108.9	-3.9	3.8	22.2	-1.4	-3.6	12.9	0.3
CNC(=S)Nc1cccc(Cl)c1C
    0.2	0.1	102.4	-2.5	-24.7	-2.3	-0.5	-5.1	12.0	3.5
O=S(=O)(c1ccc(S(=O)(=O)N(Cc2ccco2)Cc2ccccc2Cl)cc1)N1CCCC1
    ·	·	98.9	-1.4	-15.3	-15.8	1.4	8.7	8.5	1.4
Cn1c(SCC(=O)N2CCOCC2)nnc1-c1ccco1
    3.0	-1.9	98.5	0.1	-15.4	-4.8	0.2	2.6	-0.7	-6.9
COc1ccccc1CNC(=O)c1ccccc1C(=O)NC(CC(C)C)C(=O)NCc1ccccc1OC (centres undefined)
    0.3	0.2	98.8	-0.7	1.6	1.0	0.9	0.1	3.9	4.7
Cc1ccc(CC(NC(=O)c2ccccc2)C(=O)NC(Cc2ccccc2)C(=O)O)cc1 (centres undefined)
    -2.5	-13.0	98.5	-3.1	-2.6	0.5	2.8	-1.7	15.8	-1.8
Oc1c(C(Nc2cccc(C(F)(F)F)c2)c2cccnc2)ccc2cccnc12 (centres undefined)
    -2.5	·	124.8	3.4	-0.8	2.2	1.7	3.5	-19.0	-7.2
CCOc1ccc(NC(=O)CN(C)C(=O)C2CCN(c3ncnc4sc(C)c(C)c34)CC2)cc1OCC
    0.1	2.8	110.8	-0.3	1.5	-3.0	-0.8	-4.3	1.8	-2.5
CC1CCCN(Cc2cccc(Oc3ccccc3)c2)C1 (centres undefined)
    -0.5	-4.7	117.1	1.9	-10.5	-1.6	1.6	-1.7	-11.4	-4.5
Cc1ccc(OCCCn2c(CO)nc3ccccc32)cc1
    -4.9	0.3	90.6	-1.9	6.5	5.2	0.7	-6.7	7.9	0.2
CN(C)S(=O)(=O)c1ccc(C(=O)NNc2nc(-c3ccccc3)c3cc(Br)ccc3n2)cc1
    -4.2	-0.7	96.7	-2.2	-11.0	-11.7	0.4	7.8	14.9	-1.5
CCOC(=O)C1(Cc2cccc(OC)c2)CCCN(C(=O)c2cc(C)oc2C)C1 (centres undefined)
    0.6	1.9	106.2	0.0	-4.2	-6.4	1.7	5.3	-0.1	1.0
Cn1c(=O)c2c(nc(N3CCCC3)n2C)n(C)c1=O
    -2.1	-1.3	105.3	-3.1	-1.8	28.5	2.0	5.1	14.0	-0.8
CCN1C(=O)S/C(=C/c2ccsc2)C1=O
    -0.6	24.9	101.7	-2.1	-1.9	12.8	0.5	-2.3	11.1	-2.7
C[C@H](NC(=O)c1[nH]cnc1C(=O)Nc1ccc(Cl)cc1)C(=O)OC(C)(C)C
    3.3	·	106.5	-0.4	1.5	2.3	-1.8	9.9	2.5	-6.2
Cc1ccc(C(C(=O)NCc2ccc(F)cc2)N(C(=O)c2csnn2)C2CC2)cc1 (centres undefined)
    2.0	-0.9	101.7	0.7	-5.4	-2.6	-0.4	-4.1	-3.9	-3.8
CCOc1ccc2nc(SC3CC(=O)N(c4ccc(OC)cc4)C3=O)sc2c1 (centres undefined)
    4.2	11.0	·	2.0	4.7	3.8	0.9	8.9	-11.9	-3.2
O=C(O)C(F)(F)C(NCc1ccccc1)c1ccccc1 (centres undefined)
    1.4	-1.7	96.8	-0.4	-14.5	3.4	1.0	-0.1	2.0	-2.8
Cc1ccccc1NC(=O)COc1ccc(S(=O)(=O)N2CCCC2)cc1C
    -4.3	-1.0	104.1	0.1	4.8	-10.4	0.5	0.8	-0.6	3.6
CCCCOCC(O)Cn1c(C)nc2ccccc21 (centres undefined)
    1.8	-0.9	87.1	0.7	-3.7	3.9	0.3	4.8	-4.0	1.6
COc1ccc(NC(=S)NN2CCOCC2)cc1OC
    -1.2	·	99.5	-1.9	8.4	-3.5	0.0	-2.6	11.5	-2.3
Cc1ccc(OCCNS(=O)(=O)c2ccc(Cl)cc2)cc1
    4.3	-2.2	101.4	4.9	-6.4	-8.3	0.2	6.1	-19.1	-2.7
Cn1nc(C(=O)NCc2ccccc2)c2ccccc2c1=O
    2.2	0.0	100.3	-0.5	-1.3	-2.3	0.3	2.5	2.9	-3.1
CSc1nc(C2CC2)cc(-c2cccs2)c1C#N
    8.1	·	8.8*	1.1	-2.5	0.8	-0.1	0.2	-6.7	0.7
CN(C(=O)COn1nnc2ccc(S(=O)(=O)N3CCOCC3)cc21)c1ccccc1
    3.5	-2.1	103.4	0.1	-5.0	-7.1	4.6	7.1	-0.7	-3.0
CC(C)(C)SCCNS(=O)(=O)c1ccc2ccccc2c1
    0.6	·	101.2	8.1	0.8	-2.1	-2.1	-1.8	-43.5	-4.6
C=CCC[C@@H](Cc1ccc(F)cc1)C(=O)OC[C@@H](NC(=O)[C@H](CC=C)CC(=O)N(CCO)Cc1ccccc1)c1ccccc1
    1.3	-9.7	107.0	-1.2	-1.7	3.4	-0.7	10.6	5.6	-5.9
CSCCC(NS(=O)(=O)c1ccc2c(c1)Cc1cc(S(=O)(=O)NC(CCSC)C(=O)O)ccc1-2)C(=O)O (centres undefined)
    4.2	-0.2	95.5	-2.4	-14.0	14.4	-0.8	-6.1	10.6	-0.9
CN1CCN(C(=O)/C(=C/c2cccs2)NC(=O)c2cccs2)CC1
    2.3	-2.4	99.5	-0.9	-10.8	-5.7	-0.4	-0.3	4.5	-1.4
COc1ccc(C(=O)NCCn2nc(C)cc2C)cc1OC1CCN(C(C)=O)CC1
    2.7	-1.1	101.3	-3.2	-7.6	-1.2	-2.5	1.3	16.5	-4.9
COc1ccc(S(=O)(=O)NCc2ccc(C(=O)O)cc2)cc1
    -1.1	-1.9	97.2	-1.9	-2.0	-4.1	1.2	-1.2	10.1	-3.5
Cc1ccc2nc(SCC(=O)Nc3ncccn3)[nH]c2c1
    -5.2	-0.1	94.7	-2.7	-2.7	13.5	2.5	5.2	14.2	-1.1
COC(=O)c1sc(NC(=O)COc2cccnc2[N+](=O)[O-])c(C(=O)OC)c1C
    2.2	-4.8	97.9	5.4	3.8	10.8	-0.3	2.0	-20.8	-6.4
O=c1[nH]c(=O)n(C2CCCO2)cc1F (centres undefined)
    5.8	-4.0	107.0	-1.4	-11.6	23.8	-6.7	3.6	7.6	-0.8
CN1C(=O)Cc2cc(S(=O)(=O)NCCc3ccccc3)ccc21
    -4.5	-0.1	·	3.4	-9.2	2.2	-0.4	7.2	-25.5	-6.9

# Just OPRM1-OPRD1 inv, Wnt act and Keap1-Nrf2 PPI (two entries from above):
smiles,OPRM1-OPRD1 inv,Wnt act,Keap1-Nrf2 PPI
Cc1ccc(NC(=O)[C@H](Cc2ccccc2)NC(=O)[C@@H]2Cc3ccccc3CN2)c(C)c1,12.1,-0.7,0.2
O=C(NCCCN1CCOCC1)c1cccnc1,-6.3,0.1,-4.3
